TRHR enhancer: allosteric enhancers of human TRH receptor; P34981; TRHR cells, fluo-8 calcium fluorescence, EC20 TRH enhancement; enhancement, % at 2 µM; 360,000 compounds, 0.66% hits; in the data active = enhancement above about 30%; also: 0% is about no effect
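TRHR-expressing cells loaded with fluo-8 calcium dye were read kinetically (ex 480/em 530) during compound addition, then stimulated with an EC20 of TRH (10 nM final). Enhancement of the Gq-mediated intracellular calcium response was scored.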
RXFP1 antagonist: antagonists of human relaxin receptor RXFP1. HEK293-RXFP1, relaxin-stimulated cAMP HTRF, 30 min; stronger effect = lower value. activity change, negative = inhibition, % at 57.5 µM. 350,000 compounds, 0.59% hits;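 active = activity change of -60% or lower, but not beyond a set lower limit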; also: % is scaled to controls: 0 for no effect and ±100 for the full control effect
D2 potentiator: D2 dopamine receptor (human) potentiation. P14416. HEK293 T-REx D2, calcium flux, EC20 dopamine potentiation. potentiation, % at 10 µM. 340,000 compounds, 0.34% hits. AID 485347;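 active = potentiation over 3 SD above the plate norm, cut at about 30% in these data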; also: 0% is about no effect
Target sequence (P14416 whole entry, looked up): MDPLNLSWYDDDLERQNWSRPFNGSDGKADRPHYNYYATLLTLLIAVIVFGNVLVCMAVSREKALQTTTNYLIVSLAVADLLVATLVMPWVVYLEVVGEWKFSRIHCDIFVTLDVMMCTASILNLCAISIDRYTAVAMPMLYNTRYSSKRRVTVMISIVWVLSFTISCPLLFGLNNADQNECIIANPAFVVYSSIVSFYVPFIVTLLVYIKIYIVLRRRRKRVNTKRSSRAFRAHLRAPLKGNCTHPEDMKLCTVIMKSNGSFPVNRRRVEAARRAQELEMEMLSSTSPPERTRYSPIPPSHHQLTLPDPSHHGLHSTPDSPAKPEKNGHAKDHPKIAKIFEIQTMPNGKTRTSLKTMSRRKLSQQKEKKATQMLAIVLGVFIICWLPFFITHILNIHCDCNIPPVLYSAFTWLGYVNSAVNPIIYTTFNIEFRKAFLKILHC
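Using a no-wash calcium dye in inducible, force-coupled HEK293 Trex cells expressing D2, we tracked fluorescence each second for 180 s after compound, then for 180 s after EC20 dopamine to detect augmented signalling.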
D2 antagonist: antagonists of human D2 dopamine receptor. P14416. HEK293 TREx D2 cells, calcium flux, dopamine EC80. inhibition, % at 10 µM. 340,000 compounds, 2% hits. AID 485344; in the data active = inhibition above about 30%; also: 0% is about no effect
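Cells plated overnight at 30 C with tetracycline; no-wash calcium dye, 30–90 min RT; 10 s baseline; compound pinned; 180 s read; EC80 dopamine added; another 180 s read.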
D1 antag: antagonists of human D1 dopamine receptor; 360,000 compounds, 3.2% hits; AID 504652; P21728; activity change, negative = inhibition, % at 10 µM; HEK293 TREx D1 cells, calcium flux, dopamine EC80; stronger effect = lower value; in the data active = activity change below about -30%; also: % is scaled to controls: 0 for no effect and ±100 for the full control effect
Target sequence (P21728 whole entry, looked up): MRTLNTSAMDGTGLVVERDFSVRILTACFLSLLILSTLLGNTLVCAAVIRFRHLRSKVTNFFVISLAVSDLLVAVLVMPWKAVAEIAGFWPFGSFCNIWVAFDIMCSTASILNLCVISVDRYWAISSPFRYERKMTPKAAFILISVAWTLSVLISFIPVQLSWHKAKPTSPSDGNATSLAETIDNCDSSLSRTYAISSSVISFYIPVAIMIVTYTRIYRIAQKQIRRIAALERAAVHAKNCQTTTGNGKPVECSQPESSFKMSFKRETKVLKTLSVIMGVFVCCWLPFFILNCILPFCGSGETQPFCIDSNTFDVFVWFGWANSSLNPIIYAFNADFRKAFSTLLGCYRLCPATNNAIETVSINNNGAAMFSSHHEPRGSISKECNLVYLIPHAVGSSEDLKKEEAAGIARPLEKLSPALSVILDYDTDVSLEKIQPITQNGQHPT
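HEK293 T-REx cells expressing inducible, force-coupled D1 receptor; no-wash Ca dye, 30–90 min RT. Cmpd → 180 s read at 1 Hz → EC80 DA → 180 s read.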
D1 potentiator: potentiators of human D1 dopamine receptor; P21728; HEK293 TREx D1 cells, calcium flux, dopamine EC20 potentiation; potentiation, % at 10 µM; 360,000 compounds, 0.036% hits; AID 504651; in the data active = potentiation above about 30%; also: 0% is about no effect
RXFP1 agonist: activates the human relaxin receptor RXFP1. Q9HBX9. HEK293T-RXFP1 cAMP TR-FRET, 30 min; response scale: percent of porcine relaxin response, buffer zero. Potency, µM (doses to about 57.5 µM), for inactives: at the highest dose activation, usual class: activators. 370,000 compounds, 0.3% hits; active = well fitted activation curve with a large enough effect; also: potency is read from the fitted curve at half-maximal effect; % is scaled to controls: 0 for no effect and ±100 for the full control effect; nearly all actives have a fitted effect of over 60% in size; many of its hits are not listed in these tables
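Agonist response is measured as cAMP accumulation in an RXFP1-transfected HEK293T line under PDE4 inhibition. Values are scaled between buffer-only and 29 nM porcine relaxin, and EC50s come from standard Hill equation fits.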
D1 agonist: human D1 receptor agonism; HEK293 T-REx D1 cells, calcium flux, agonist mode; activation, % at 2 µM; 360,000 compounds, 1% hits; AID 504660; in the data active = activation above about 30%; also: 0% is about no effect
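Tetracycline-induced HEK293 TREx D1 cells, force-coupled to calcium signalling, were dye-loaded with a no-wash calcium kit. Compound was pin-added after a 10 s baseline. Fluorescence was read kinetically at 1 cycle/s for 180 s, with calcium rises flagged as agonism.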
D2 ag: agonists of human D2 dopamine receptor; P14416; HEK293 T-REx D2 cells, calcium flux agonist mode; activation, % at 2 µM; 340,000 compounds, 0.53% hits; AID 485358;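 active = activation over 3 SD above normal in the single-dose calcium agonist read, cut at about 30% in these data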; also: 0% is about no effect
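Agonism is scored from calcium flux in a force-coupled, inducible HEK293 cell line expressing D2, read kinetically for 180 s after compound addition against dopamine controls.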
Starred values were filed as active, the others as inactive; . = not tested or not shown.

SMILES	TRHR enhancer	RXFP1 antagonist	D2 potentiator	D2 antagonist	D1 antag	D1 potentiator	RXFP1 agonist	D1 agonist	D2 ag
CCc1c(C)c2ccc3c(c2oc1=O)CN(Cc1ccccc1)CO3	14	.	-4	.	-8	-2	17%	11	0.4
O=S(=O)(Nc1cccnc1)c1cccc2ccccc12	2	.	.	.	24	1	.	-1	.
O=C(c1ccncc1)N1CCN(S(=O)(=O)c2ccc3ccccc3c2)CC1	-1	-3	7	-4	-3	-1	0.1%	6	0.8
CCOC(=O)c1c(C)n(C)c2c(C)cc(O)c(OC(=O)CC)c12	2	-8	-4	-6	4	0	2.2%	0	0.2
COc1cc(OC)c2c(-c3ccccc3)cc(=O)oc2c1C(CCN1CCN(c2ccccc2)CC1)c1ccc(N(C)C)cc1 (configuration not stated)	4	.	.	.	-32*	-8	0.0%	4	.
Cc1ccc(C)c(S(=O)(=O)c2nnn3c2nc(NCc2cccs2)c2sccc23)c1	-11	-15	-6	.	-27	-8	8.7%	4	-0.4
COc1cc(OC)c(C2=NOC(C(=O)Nc3c(C)n(C)n(-c4ccccc4)c3=O)C2)cc1Cl (configuration not stated)	-4	-17	-5	-9	-7	-2	-0.7%	3	-1.3
COc1cc(C(=O)N[C@H](C(=O)NC(C)C23CC4CC(CC(C4)C2)C3)C(C)C)cc(OC)c1OC (some centres not stated)	3	-8	.	.	0	-16	-0.2%	2	.
COc1ccccc1-n1c(SCC(=O)Nc2cccc(C(=O)O)c2)nnc1-c1ccccc1C	-11	5	12	-12	-6	-4	2.2%	6	-1.2
CC(=O)N1CCN(C(=O)COC(=O)COc2c(C)cc(C)cc2C)CC1	-2	4	2	21	14	.	-0.4%	4	-0.6
CC(=O)Oc1cccc(C(=O)Nc2c[nH]c(=O)[nH]c2=O)c1	1	-7	.	.	6	2	-0.5%	5	.
Cc1sc2nc(SCc3ccc(C(=O)O)cc3)n(Cc3ccco3)c(=O)c2c1C	-1	-25	-7	28	14	-1	6.4%	-1	-0.9
Cc1[nH]c2ccccc2c1C(=O)CN1C(=O)C(=O)N(C2CCCC2)C1=O	-3	-18	6	-3	-17	-4	13%	3	-0.2
O=C(Nc1ccccc1)NC1CCN(CCCN2C(=O)c3ccccc3C2=O)CC1	15	14	-3	7	1	-5	0.4%	4	0.7
Nc1nc(NCCc2ccccc2)nc(NCc2ccccc2)c1[N+](=O)[O-]	6	-9	0	45*	9	-3	0.1%	-1	0.6
Cc1ccc2nc3c(cc(C#N)c(=O)n3CCN3CCOCC3)c(=O)n2c1	13	.	20	0	6	0	0.4%	2	-0.7
CCCS(=O)(=O)N1CCN(Cc2ccccc2OCC)CC1	-3	-6	-8	-6	0	2	0.7%	5	-1.1
O=C(Cc1ccccc1)N1CCCC(c2nc(-c3ccc(S(=O)(=O)N4CCCC4)cc3)no2)C1 (configuration not stated)	2	-17	-7	7	-15	11	-0.8%	8	0.1
CC(=O)c1cc(CC=C(C)C)c(O)c(CC=C(C)C)c1O	-4	-8	13	3	5	-4	-2.0%	1	0.4
C=C1CCC[C@]2(C)C[C@H]3OC(=O)C(CNCCN(CC)CC)[C@H]3CC12 (some centres not stated)	1	-7	3	-14	2	-8	-0.7%	0	0.5
CCCCN(C(=O)c1ccc2ccccc2c1)c1c(N)n(CCCC)c(=O)[nH]c1=O	-1	-2	7	-23	24	.	0.3%	4	0.6
CC(C)(C)c1cc(C2=CSC3=NCCN23)cc(C(C)(C)C)c1O	-4	-11	-7	-1	5	-17	0.3%	0	0.1
Cc1ccc(C)c(NC(=O)c2cc3ccccc3o2)c1	-2	-2	-7	4	17	19	0.4%	0	-3.3
Nc1nccc(-c2cccs2)n1	10	-2	5	-22	-10	-6	9.8%	2	-0.2
CC1(C)Cc2c(sc(NC(=O)C(=O)N3CCCC3)c2C(N)=O)CO1	8	26	-7	-13	8	1	0.1%	9	-0.2
CN(C)C1=NC[C@H](Cc2ccccc2)N1CC1CCCCC1	2	.	2	-1	3	-1	-1.3%	2	1.2
O=C(NNC(=O)c1cncc(Br)c1)c1ccncc1	7	-1	11	-8	1	4	1.1%	3	0.3
O=C(OCC(=O)N1CCCCCC1)c1ccc(F)cc1F	1	0	-7	-1	-1	0	1.0%	2	0.4
CCC(=O)Nc1nnc(-c2ccc(Cl)s2)o1	-5	4	-4	3	-4	1	-1.2%	3	0.3
Cc1cccc(-c2nnc(SCC#N)n2Cc2ccccc2)c1	-2	1	2	-4	8	1	1.0%	1	-0.3
COc1ccccc1N1CCN(C(=O)Cn2nnc(-c3cccs3)n2)CC1	3	-13	-5	2	0	4	-0.6%	1	1.2
CN(C)S(=O)(=O)c1cccc(NC(=O)COC(=O)/C=C/c2ccc(Br)o2)c1	5	0	-3	11	-11	-3	1.0%	1	-0.2
O=C(Nc1ccccc1)N(Cc1ccccc1)Cc1ccccc1	3	-26	-7	8	9	-1	-1.8%	3	-0.4
Cn1c2ccccc2c2nnc(SCC(=O)Nc3ccccc3F)nc21	6	3	8	-4	-13	4	11%	1	0.7
O=C(COC(=O)CNC(=O)c1ccc(F)cc1)Nc1cccc(S(=O)(=O)N2CCCC2)c1	4	-21	16	-15	3	0	-1.4%	1	-0.2
CCCC(C(=O)NC1CCCC1)N(C(=O)c1snc(C(N)=O)c1N)c1ccc(OCC)cc1 (configuration not stated)	-5	-1	.	-5	-6	-6	2.4%	2	-3.0
O=c1c2ccc([N+](=O)[O-])cc2ncn1CCOc1ccccc1	-20	14	0	-7	-3	-5	4.6%	2	0.0
Cc1oc(-c2cc3c(cc2Cl)OCO3)nc1CN1CCCC(C(=O)N2CCOCC2)C1 (configuration not stated)	19	-5	18	4	3	0	-0.5%	1	1.1
COc1ccc(-c2cc(C(=O)Nc3c(C)nn(Cc4ccccc4)c3C)no2)cc1	2	18	-10	9	-7	-6	0.8%	10	-0.4
CCOc1ccccc1OCCCOc1ccc([N+](=O)[O-])cc1Cl	6	-3	-15	-12	-1	-3	-0.9%	4	-2.3
Cc1ccccc1NC(=O)C(NS(=O)(=O)c1ccc2c(c1)c(=O)n(C)c(=O)n2C)c1ccccc1 (configuration not stated)	15	.	.	.	2	14	-0.5%	7	.
CC1=C(C(=O)OCc2ccccc2)C(c2ccccc2)NC(=O)N1CCCCCC(=O)O (configuration not stated)	-10	.	0	-2	25	-2	3.4%	-2	-1.0
O=C1Nc2cc(Cl)c(Cl)cc2N(O)N1c1ccccc1	13	-19	4	-4	15	-2	1.1%	-1	0.4
CC(NC(=O)c1ccc(F)cc1)C1CC2CCC1C2 (configuration not stated)	-1	-7	4	14	15	-5	0.2%	-3	-0.3
O=C(NCc1ccc2[nH]c3c(c2c1)CCCC3)c1ccc(S(=O)(=O)N2CCOCC2)cc1	-1	-13	14	30	-6	-3	2.5%	-3	0.7
CC1CCCN(CC(=O)NC(=O)NC2CCCCC2)C1 (configuration not stated)	-3	1	-1	3	-1	11	-2.1%	4	0.4
COc1ccc2cc(CCNC(=O)c3cccs3)c(=O)[nH]c2c1	5	.	0	4	30	3	2.9%	1	-0.6
CC1=CC(=O)CC(C)(C)C1(O)/C=C/C(C)=C/C(=O)O (configuration not stated)	-7	-1	-7	-7	-24	-3	-0.8%	1	0.8
COc1ccc(/C=C/c2nc(C#N)c(NCCc3ccccc3)o2)cc1OC	-4	-7	-3	.	-6	0	12%	0	0.6
Cc1ccc(NC(=O)/C=C/C(=O)O)c([N+](=O)[O-])c1	-4	-12	4	5	7	-8	2.6%	1	-0.3
COC(=O)C1=NN(C(=O)c2cccc(Cl)c2)C(O)(C(C)(C)C)C1 (configuration not stated)	6	-2	-2	-8	-15	-7	2.3%	31*	2.0
CCn1c(SCC(=O)NC2CCCC2)nnc1-c1ccco1	13	0	-10	0	-2	11	0.0%	2	0.3
O=c1c2c(-c3cccs3)csc2ncn1/N=C/c1ccc(OC(F)F)cc1	-6	-8	-4	19	21	-2	1.1%	0	0.5
COc1ccc(CC(=O)Oc2ccc(F)cc2)cc1	-6	-4	.	.	0	-3	3.0%	3	.
CCOc1cc(N2CCOCC2)c(OCC)cc1NC(=O)CN1C(=O)NC2(CCCCC2C)C1=O (configuration not stated)	2	-5	-1	-22	9	-4	-0.5%	4	0.1
COC(=O)c1sc(-c2ccc(C(C)(C)C)cc2)cc1NC(=O)CSCC(=O)O	-2	.	.	.	-8	7	1.1%	4	.
O=C(OCCCCN1C(=O)c2ccccc2C1=O)c1ccc(S(=O)(=O)N2CCCC2)cc1	3	-1	10	-12	2	-4	2.1%	1	0.5
Cc1cc(C)nc(NNS(=O)(=O)c2ccc(F)c(Cl)c2)n1	2	.	1	-16	-10	1	0.1%	3	-0.2
C/C(=N\NC(=S)NCc1ccccc1)c1ccccc1	5	3	-5	-2	14	0	6.6%	1	-1.1
O=C(CN1CCN(Cc2ccc(F)cc2)CC1)NCCc1ccccc1	2	6	6	2	-7	-9	-0.3%	1	0.4
The listing continues.
SMILES	TRHR enhancer	RXFP1 antagonist	D2 potentiator	D2 antagonist	D1 antag	D1 potentiator	RXFP1 agonist	D1 agonist	D2 ag
CCOC(=O)c1ccc(NC(=O)c2ccccc2C)cc1	-6	-1	5	24	-22	0	6.0%	9	-0.2
COCCNC(=O)COc1ccc(Nc2ccccc2)cc1	-2	-7	10	-5	4	5	-1.1%	4	1.0
O=C(O)CC1(c2ccccc2)C(=O)c2ccccc2C1=O	0	7	4	8	6	-1	0.1%	0	0.8
COCc1cc(C)nc(OCC(=O)N/N=C/c2cc(C)n(-c3c(C)cccc3C)c2C)c1C#N	-2	-12	.	.	-15	0	0.1%	1	.
Cc1ccccc1Nc1c([N+](=O)[O-])cncc1[N+](=O)[O-]	3	13	9	-4	-5	1	-0.1%	0	0.5

Not a retest: entries from further up.
SMILES	TRHR enhancer	RXFP1 antagonist	D2 potentiator	D2 antagonist	D1 antag	D1 potentiator	RXFP1 agonist	D1 agonist	D2 ag
O=C(CN1CCN(Cc2ccc(F)cc2)CC1)NCCc1ccccc1	2	6	6	2	-7	-9	-0.3%	1	0.4
CCOC(=O)c1ccc(NC(=O)c2ccccc2C)cc1	-6	-1	5	24	-22	0	6.0%	9	-0.2
COCCNC(=O)COc1ccc(Nc2ccccc2)cc1	-2	-7	10	-5	4	5	-1.1%	4	1.0
O=C(O)CC1(c2ccccc2)C(=O)c2ccccc2C1=O	0	7	4	8	6	-1	0.1%	0	0.8
COCc1cc(C)nc(OCC(=O)N/N=C/c2cc(C)n(-c3c(C)cccc3C)c2C)c1C#N	-2	-12	.	.	-15	0	0.1%	1	.
Cc1ccccc1Nc1c([N+](=O)[O-])cncc1[N+](=O)[O-]	3	13	9	-4	-5	1	-0.1%	0	0.5

Only part of the results is shown; count on the stated rates, not on these rows.
